Nrf2 ARE act: Nrf2 pathway activation; AID 624171; Potency, µM (series often up to 46.1 µM), for inactives: at the highest dose activation, hits mostly activators; AREc32 ARE-luciferase reporter (MCF7-derived line), luminescence, 24 h; actives 0.31% (n = 410,000); further: potency means the concentration at half of the fitted maximal effect; % of control where 0% means no effect; nearly all actives have a fitted effect of over 65% in size
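Cells of the AREc32 ARE-luciferase line are plated in OPTI-MEM containing 5% FBS and left overnight at 37 deg C. Compounds are pinned in, incubation continues 24 hr, and firefly luciferase signal is then measured.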
A549 tox: counter-screen for Nrf2 inhibitors: cytotoxicity in A549 cells. A549 ARE-Fluc cells, CellTiter-Fluor viability, 18-24 h. Potency, µM (top dose mostly 46 µM), without a hit: top-dose activity change, negative = cytotoxicity, hits mostly inhibitors. actives 0.16% (n = 390,000). AID 504648; further: potency means the concentration at half of the fitted maximal effect; on the % scale 0 is the no-effect control and ±100 the full control effect
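A549 ARE-Fluc cells in 5% FBS OPTI-MEM, 5000 cells/well, rested 2 h then exposed to compounds in concentration-response for 18-24 h at 37 °C. Viability by CellTiter-Fluor fluorescence (Ex 405/Em 525) after 30 min; luciferase luminescence (BugLite, 15 min, RT) read afterwards.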
Nrf2 inh: blocks Nrf2 signaling; A549 ARE-Fluc reporter, luciferase luminescence, 18-24 h; actives 2.1% (n = 360,000); Potency, µM (titrated, usually from 46 µM), for the others: top-dose activity change, negative = inhibition, hits mostly inhibitors; further: potency means the concentration at half of the fitted maximal effect; on the % scale 0 is the no-effect control and ±100 the full control effect; nearly all actives have a fitted effect of over 60% in size
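Reporter: ARE-Fluc in A549. Exposure: 18-24 h, 37 °C, 5% CO2, 5% FBS OPTI-MEM. Readouts: fluorescent cytotoxicity (CellTiter-Fluor), then luminescent Nrf2 signal after BugLite.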
TGFb SMAD3 inh: TGF-b pathway inhibition | Potency, µM (top dose mostly 46.1 µM), for the others: at the top dose activity, negative = inhibition, hits mostly inhibitors | HepG2 CAGA-GFP TGF-b/SMAD3 reporter, GFP fluorescence, 18 h; TGF-beta stimulated, 500 pg/mL final | actives 1.2% (n = 410,000); further: potency means the concentration at half of the fitted maximal effect; on the % scale 0 is the no-effect control and ±100 the full control effect; nearly all actives have a fitted effect of over 65% in size
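GFP signal (ex488/em500-530) from TGF-beta-stimulated HEPG2 CAGA-GFP cells, 500 pg/mL final, 18 h at 37 degrees C in DMEM plus 1% FBS, normalized to unstimulated and DMSO-stimulated controls.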
EPAC2 antag: EPAC2 (human) antagonism; Potency, µM (highest dose often 114 µM), for inactives: top-dose activity, negative = inhibition, usual class: inhibitors; EPAC2 GEF exchange of Rap1B-BODIPY-GDP, fluorescence; Q8WZA2; actives 0.18% (n = 360,000); AID 720708; further: potency means the concentration at half of the fitted maximal effect; on the % scale 0 is the no-effect control and ±100 the full control effect; nearly all actives have a fitted effect of over 45% in size; many of its hits are not listed in these tables
Target sequence (Q8WZA2 whole entry, looked up): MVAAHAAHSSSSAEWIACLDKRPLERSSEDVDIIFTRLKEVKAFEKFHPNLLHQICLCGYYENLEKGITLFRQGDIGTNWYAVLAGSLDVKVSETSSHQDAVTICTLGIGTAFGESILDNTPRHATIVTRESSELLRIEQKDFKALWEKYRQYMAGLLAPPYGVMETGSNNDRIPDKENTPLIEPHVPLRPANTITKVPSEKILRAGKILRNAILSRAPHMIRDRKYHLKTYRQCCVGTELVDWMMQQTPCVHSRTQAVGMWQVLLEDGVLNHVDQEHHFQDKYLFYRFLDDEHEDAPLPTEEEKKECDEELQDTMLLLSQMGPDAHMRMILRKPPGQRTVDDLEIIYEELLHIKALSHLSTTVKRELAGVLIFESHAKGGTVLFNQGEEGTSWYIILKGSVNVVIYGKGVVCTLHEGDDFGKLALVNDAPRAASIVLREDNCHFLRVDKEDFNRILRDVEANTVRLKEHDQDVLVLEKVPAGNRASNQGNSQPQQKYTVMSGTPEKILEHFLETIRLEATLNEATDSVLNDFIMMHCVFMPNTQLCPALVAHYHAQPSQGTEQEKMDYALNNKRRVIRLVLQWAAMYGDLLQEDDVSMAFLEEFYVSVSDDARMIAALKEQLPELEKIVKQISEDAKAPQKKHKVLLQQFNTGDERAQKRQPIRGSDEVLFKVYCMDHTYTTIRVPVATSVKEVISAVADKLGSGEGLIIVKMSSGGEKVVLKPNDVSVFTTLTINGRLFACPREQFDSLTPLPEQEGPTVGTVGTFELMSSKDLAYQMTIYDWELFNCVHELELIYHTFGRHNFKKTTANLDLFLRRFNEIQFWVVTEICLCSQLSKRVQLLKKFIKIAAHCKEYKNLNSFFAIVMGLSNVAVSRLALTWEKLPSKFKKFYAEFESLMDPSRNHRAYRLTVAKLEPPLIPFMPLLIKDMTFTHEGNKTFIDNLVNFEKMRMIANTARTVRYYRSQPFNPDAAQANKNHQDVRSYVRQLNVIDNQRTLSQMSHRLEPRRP
CCT modulator: cytosolic chaperonin activity modulation. purified chaperonin ATPase assay, HTRF ADP detection, 30 min. activity change, % (no concentration beside the values), hits read low. actives 0.3% (n = 360,000); in the data active means activity change below about -30%; further: on the % scale 0 is the no-effect control and ±100 the full control effect
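First, chaperonin was dispensed at 40 nM or 20 nM final depending on batch activity. Next, compounds were pinned at 76 uM and ATP added at 10 uM. After 30 min at 37 °C, ADP detection reagents ran 30 min at ambient temperature.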
Akt phos inh: Akt phosphorylation inhibition; actives 0.32% (n = 360,000); activity change, % for hits at 50 µM; AID 651550; Neuro2A IGF-stimulated pAkt S473 HTRF, 20 min; hits give low values; in the data active means activity change below about -80%; inconclusive means mostly about -51% to -80%; further: on the % scale 0 is the no-effect control and ±100 the full control effect
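Neuro2A cells in DMEM with 0.5% FBS, overnight at 37 deg C, given compound at single 50 µM final, then IGF (6 nM final) for 20 min at 37 deg C. Lysed; phospho-Akt Ser473 by HTRF after 24 h, 665/615 ratio.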
MmCpn inh: blocks the Methanococcus maripaludis chaperonin Mm-Cpn; purified Mm-Cpn ATPase, ADP Transcreener TR-FRET; Potency, µM (highest dose often 76.9 µM), for inactives: at the highest dose activity, negative = inhibition, actives largely listed as inhibitors; actives 0.031% (n = 330,000); AID 504842; further: potency means the concentration at half of the fitted maximal effect; on the % scale 0 is the no-effect control and ±100 the full control effect; nearly all actives have a fitted effect of over 80% in size
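Reaction buffer contained 30 mM Tris pH 7.4, 100 mM KCl, 5 mM MgCl2 and 1 mM DTT. Mm-CPN (25 nM final) hydrolysed 10 uM ATP over 30 min at 37°C; ADP was read by HTRF.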
EPAC2 ag: agonists of human EPAC2 (RAPGEF4); AID 720711; Potency, µM (titrated, usually from 154 µM), without a hit: at the highest dose activation, usual class: activators; Q8WZA2; EPAC2 activation, biochemical qHTS; response scale: 100% = 6.5 mM cAMP response; actives 0.079% (n = 360,000); further: potency means the concentration at half of the fitted maximal effect; nearly all actives have a fitted effect of over 50% in size
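EPAC2 (100 nM) mixed with Rap1B loaded with BODIPY-GDP (250 nM) plus 50 uM unlabeled GDP; compounds pinned in, 5 min RT, then read every 5 min for 30 min (ex 480, em 540 nm). Normalized to cAMP control.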
* hit, by the source's call; i = inactive; u = inconclusive; x = no result given; & = joins results of further samples; [ ] = remark or other dose. Unless noted, the call rests on the fitted dose curve; in most records, active means well fitted curve in the direction sought with a large enough effect; inconclusive means small, poorly fitted or top-dose-only effect, or another doubt; inactive means no such curve, though single readings can be large; an effect the other way counts as inactive or inconclusive. This is a subset; the hit share may differ from the screen's.

Values run as follows: Nrf2 ARE act, A549 tox, Nrf2 inh, TGFb SMAD3 inh, EPAC2 antag, CCT modulator, Akt phos inh, MmCpn inh, EPAC2 ag
#1 C/C(CC(=O)Nc1ccc(C)c(Cl)c1)=N\NC(=O)c1ccco1
→ 7.4%, -3%, u, -23%, 1%, 2.3, i, -2%, -1%
#2 CC(=O)Nc1cc(-c2cccc(C(=O)N(C)C)c2)cn2c(-c3ccc(F)cc3)cnc12
→ 4.0%[9.22 µM], x, x, 2%, 4%, 0.8, i, x, -2%
#3 O=[N+]([O-])c1cccc(-c2ccc(/C=N/NC(=S)Nc3cccc(F)c3)o2)c1
→ 7.1%, -10%, u, -12%, 3%, -1.8, i, 1%, 11%
#4 C=CCn1c(N)cc(=O)nc1SCC(=O)N1CCN(c2ccc(F)cc2)CC1
→ 0.3%, 12%, 1%, -6%, 5%, -2.4, i, 1%, -32%[inhibitor]
#5 CC(C)CC(c1nnnn1CC1CCCO1)N1CCN(Cc2ccc3c(c2)OCO3)CC1 (stereo not drawn)
→ 2.2%, 10%, x, 11%, -4%, 0.0, i, 1%, 6%
#6 COc1ccc(-c2cn3c(n2)sc2cc(C(=O)NCc4ccccc4)ccc23)cc1
→ 5.6%, -7%, 7%, -16%, x, x, x, x, x
#7 N=c1c(C(=O)NC2CCCC2)cc2c(=O)n3ccccc3nc2n1C1CCCCC1
→ 0.3%, u, -4%, 13%, 3%, -3.2, i, -2%, -3%
#8 CCOC(=O)CN(C)C(=O)CCc1nnc(-c2ccc(-c3ccccc3)cc2)o1
→ -1.5%, 1%, -28%, -17%, -1%, -14, i, 1%, 4%
#9 O=C(COC(=O)CCc1ccc(S(=O)(=O)N2CCOCC2)cc1)NC1CCCCCC1
→ 0.1%, -7%, 8%, -29%, 7%, -2.7, i, -1%, 2%
#10 CN(C)CCOCCOc1ccccc1-c1ccccc1
→ -0.1%, 3%, 10%, -1%, -2%, -2.8, i, -1%, 7%
#11 CC(OC(=O)c1cccc(-n2cnnn2)c1)C(=O)NCc1ccccc1 (stereo not drawn)
→ 0.1%, -2%, -10%, 15%, -1%, 1.1, i, 0%, 8%
#12 CCC(=O)Nc1ccccc1-c1nc2ccccc2n(Cc2cccc(Br)c2)c1=O
→ 2.0%, -1%, 9%, 23%, x, x, x, x, x
#13 COc1cc(/C=N/NC(=O)c2ccncc2)ccc1OC(C)=O
→ -0.2%, 1%, 23%, 8%, 17%, -0.2, i, 0%, 6%
#14 CCOc1ccc(CCNC(=O)Cn2nc(C)n3c(cc4occc43)c2=O)cc1OCC
→ -0.9%, 0%, 1%, u, x, x, x, x, x
#15 O=C(Nc1ccn(C2CCC(CO)O2)c(=O)n1)c1ccccc1 (stereo not drawn)
→ 9.1%, x, x, 6%, 5%, -1.8, i, x, 1%
#16 CCC(=O)N(C)CCc1cc2c(c(OC)c1/C=N/NC(=O)c1ccc(Br)cc1)OCO2
→ 3.1%, -2%, 9%, -25%, 6%, -0.6, i, 0%, 3%
#17 COc1ccccc1P(=O)(c1ccccc1)c1ccccc1
→ -1.0%, 3%, -7%, -2%, -6%, -0.7, i, 2%, 4%
#18 CC1(C(=O)Nc2cccc3ccccc23)CC1(Br)Br (stereo not drawn)
→ 5.1%, -1%, 10%, -14%, -11%, -3.7, i, 1%, 8%
#19 CCCN1CNC(=S)N(c2ccccc2OC)C1
→ 0.2%, 3%, -13%, 9%, 0%, 0.9, i, 1%, 5%
#20 Cc1sc2ncn(CC(=O)NCc3ccco3)c(=O)c2c1-c1ccc(F)cc1
→ 6.7%, -1%, 6%, -16%, 0%, -1.0, i, 1%, -2%
#21 CCC(C)NC(=O)c1cc2c(Cl)nc3ccc(C)cc3c2s1 (stereo not drawn)
→ 3.9%, -9%, -13%, -3%, x, x, x, x, x
#22 Cc1ccc(-c2c(C(=O)N(C)Cc3ccccc3)oc(=O)c3ccccc23)cc1
→ 0.0%&4.5%, u, -30%&-4%, u, 1%, 2.2, i, 2%, -4%
#23 COc1cc(/C=C2\C(=O)N(c3ccc(S(N)(=O)=O)cc3)N=C2C)ccc1OC(=O)c1ccco1
→ 0.2%, 5%, -1%, -4%, 20%, -0.6, i, -3%, 1%
#24 COC(=O)CSc1ccc(S(=O)(=O)N2CCC(C)CC2)cc1[N+](=O)[O-]
→ 2.8%, 5%, 12%, -9%, 10%, -0.2, i, 2%, -5%
#25 COc1cccc(C(=O)Oc2cc(C)[nH]c(=O)c2[N+](=O)[O-])c1
→ -0.6%, 1%, 1%, 11%, 18%, 0.4, i, 2%, 0%
#26 CNC(=O)c1[nH]cnc1C(=O)Nc1cccc(Cl)c1
→ 14%, 3%, 22%, u, 5%, -4.2, i, -1%, 3%
#27 COCC1CCCN(Cc2cn(-c3ccccc3)nc2-c2ccc3c(c2)OCO3)C1 (stereo not drawn)
→ -0.4%, 5%, u, -3%, -5%, 1.2, i, 0%, 13%
#28 CCSC1=C(C#N)C(=O)n2c1cc1c2CCCC1
→ 4.0%, -6%, 4%, -6%, 1%, -1.1, i, -9%, -3%
#29 COc1ccc(CCN2C(=O)CC(C(C)c3ccccc3)C2=O)cc1OC (stereo not drawn)
→ -1.2%, -1%, -17%, -8%, -6%, -1.6, i, 1%, 0%
#30 CC(=O)c1ccc(-c2cc([C@H]3[C@H]4C=CC[C@@H](C)[C@@H]4C(=O)N3Cc3ccccc3)ccc2F)cc1
→ 3.4%, -13%, 21µM*, u, -2%, -1.0, i, -4%, 9%
#31 Cc1ccc(Cl)cc1N1CCN(S(=O)(=O)c2cccc(S(=O)(=O)N3CCCC3)c2)CC1
→ -0.5%, -3%, x, -22%, 4%, -2.0, i, 1%, 18%
#32 Cc1ccc(NC(=O)c2ccc(OC(=O)C(C)Oc3ccc(Cl)cc3C)cc2)cc1 (stereo not drawn)
→ -0.2%, -1%, 22%, u, 3%, -0.9, i, 0%, -3%
#33 O=S(=O)(c1ccccc1)n1cc(-c2ccccn2)c(N2CCOCC2)n1
→ 0.3%, 1%, -6%, 0%, -21%, 0.2, i, 1%, 4%
#34 O=c1n(Cc2ccccc2F)c2ccccc2n1Cc1ccccc1F
→ -0.5%, 12%, 5%, -13%, 2%, -0.8, i, -2%, 13%
#35 COc1ccc(CCCc2nnc(SCC(=O)Nc3ccccc3F)o2)cc1C
→ -0.3%, 5%, -8%, -7%, x, x, x, x, x
#36 CN=C1SC(CC(=O)Nc2sc3c(c2C#N)CCCC3)C(=O)N1C (stereo not drawn)
→ 0.0%, -2%, -11%, 0%, 3%, 1.2, i, 0%, -5%
#37 CC1=C(C(=O)OCCCBr)C(c2ccc3c(c2)OCO3)NC(=O)N1 (stereo not drawn)
→ 0.1%, -14%, -18%, -22%, -6%, -1.3, i, 2%, 1%
#38 COC(=O)CC1(CC(N)=O)SCCS1
→ 2.6%, -5%, -17%, u, 1%, -0.4, i, x, 5%
#39 CC(C)n1nc(C(=O)NNC(=O)c2ccc(OC(F)F)cc2)c2ccccc2c1=O
→ 0.2%, 5%, -14%, -5%, -8%, -0.6, i, 2%, -7%
#40 CCN1C(=O)C(Cc2nc3ccccc3c(=O)n2C)c2ccccc21 (stereo not drawn)
→ 16%, -1%, x, 8%, -3%, 0.0, i, 0%, 5%

Single values from above.
COc1ccc(CCN2C(=O)CC(C(C)c3ccccc3)C2=O)cc1OC (stereo not drawn) in A549 tox shows -1%
Cc1ccc(-c2c(C(=O)N(C)Cc3ccccc3)oc(=O)c3ccccc23)cc1 in Nrf2 inh shows -30%&-4%

(listing goes on)
Values run as follows: Nrf2 ARE act, A549 tox, Nrf2 inh, TGFb SMAD3 inh, EPAC2 antag, CCT modulator, Akt phos inh, MmCpn inh, EPAC2 ag
#41 COc1ccc(NC(=O)CN(C)C(=O)c2cc(-c3ccncc3)nc3ccccc23)cc1
→ 3.5%, 7%, 10%, -5%, -4%, -0.3, i, -1%, 13%
#42 Cc1ccc(S(=O)(=O)NCC[C@@]2(C)C3CCC2(C)C(=O)C3)cc1 (stereo partly drawn)
→ -0.5%, 4%, -13%, 5%, 1%, 0.3, i, 1%, -7%
#43 Cc1n[nH]c(=O)c2c(NC(=O)CSc3ccc(Br)cc3)oc(C)c12
→ 2.1%, 11%, 6%, -8%, -13%, -2.1, i, -2%, 12%
#44 Cc1ccc2cc(-c3noc(C4CCCO4)n3)c(=O)[nH]c2c1 (stereo not drawn)
→ 0.3%, 1%, 21%, -2%, -2%, -6.6, i, -1%, 12%
#45 CN(CCc1ccccc1)C(=O)c1cccc(NC(=O)Cc2cccc([N+](=O)[O-])c2)c1
→ 5.8%, -13%, u, 7.1µM*, 9%, -1.4, i, 1%, 7%
#46 CCCCN1C(=O)C(=O)N(CC(=O)N2CCc3ccccc32)C1=O
→ -0.6%, 3%, 8%, 0%, 20%, -0.8, i, -3%, -8%
#47 COCCNC(=O)/C(C#N)=C1\N=C(N)c2ccccc21
→ 0.1%, -17%, -13%, 31%[activator], -2%, -3.7, i, 1%, -12%
#48 O=C(NNC(=O)C1CC1c1ccccc1)Nc1ccccc1 (stereo not drawn)
→ -0.4%, -3%, -5%, 1%, 13%, -1.7, i, 1%, 5%
#49 Cc1ccc(S(=O)(=O)c2cc3c(=O)n4ccccc4nc3n(C)c2=N)cc1C
→ -0.6%, 0%, u, -13%, 5%, -0.2, x, 0%, 4%
#50 Cc1sc2c(c1C)c(=O)n(CCc1ccccc1)c(=O)n2Cc1ccccc1Cl
→ 0.4%, 0%, 21%, -2%, x, x, x, x, x
#51 O=C(CC1SC(N2CCCCC2)=NC1=O)Nc1cccc(C(=O)NCc2ccc(F)cc2)c1 (stereo not drawn)
→ -0.5%, -7%, u, -4%, 7%, 0.9, i, 0%, -2%

Compound activity: PubChem BioAssay, National Center for Advancing Translational Sciences (NCATS)
